Source: PubChem
AmpC detergent: blocks E. coli AmpC beta-lactamase in detergent assay; AmpC hydrolysis of nitrocefin, absorbance 480 nm, 0.01% Triton; Potency, µM (doses to about 114 µM), for the others: at the highest dose activity change, negative = inhibition, actives largely listed as inhibitors; actives 0.041% (n = 370,000); AID 485294;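 also: potency is read from the fitted curve at half-maximal effect; 0% = no-compound wells and -100% = no-enzyme wells; nearly all actives have a fitted effect of over 25% in size; some results filed as inactive show a strong effect at the top dose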
Target sequence (P00811 whole entry, looked up): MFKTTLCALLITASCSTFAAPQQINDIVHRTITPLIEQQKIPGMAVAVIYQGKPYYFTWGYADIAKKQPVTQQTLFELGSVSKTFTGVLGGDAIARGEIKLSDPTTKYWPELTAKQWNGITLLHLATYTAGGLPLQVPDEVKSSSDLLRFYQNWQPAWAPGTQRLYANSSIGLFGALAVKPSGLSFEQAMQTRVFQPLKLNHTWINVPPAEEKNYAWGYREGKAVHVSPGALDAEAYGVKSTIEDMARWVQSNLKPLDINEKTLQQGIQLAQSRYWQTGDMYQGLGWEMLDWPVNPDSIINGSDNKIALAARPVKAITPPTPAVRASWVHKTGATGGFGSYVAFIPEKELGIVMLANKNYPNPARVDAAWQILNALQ
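AmpC (5.3 nM in the dispensed reagent) in 20 mM phosphate pH 7.0 with 0.01% (detergent screen) or 0.0001% Triton X-100 was preincubated with compounds for 15 min at room temperature. Nitrocefin was then added from an 800 uM solution, and hydrolysis was followed at 480 nm.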
HCMV inh: human cytomegalovirus inhibition; HFF cells, HCMV-luciferase reporter, 72 h; hits give low values; activity change, negative = inhibition, % at 57.5 µM; actives 4.5% (n = 410,000); in the data active = activity change below about -60%; inconclusive = no clear call, values can overlap the other calls; inactive = above about -39%
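Steps: HFFs plated, 16 h 37C; compounds added; HCMV-luciferase added to MOI 1 PFU/cell; 72 h 37C; OneGlo reagent, 5 min room temperature; luminescence read, normalized to controls.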
AmpC no deterg: blocks E. coli AmpC beta-lactamase in detergent-free assay | P00811 | AmpC nitrocefin hydrolysis, absorbance 480 nm, 0.0001% Triton | Potency, µM (top dose mostly 57.1 µM), for the others: top-dose activity change, negative = inhibition, actives largely listed as inhibitors | actives 0.52% (n = 330,000) | AID 485341;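 also: potency is read from the fitted curve at half-maximal effect; plate controls were no compound for no effect and no enzyme for full effect; nearly all actives have a fitted effect of over 20% in size; some results filed as inactive show a strong effect at the top dose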
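AmpC (5.3 nM in the dispensed reagent) in 20 mM phosphate pH 7.0 with 0.01% (detergent screen) or 0.0001% Triton X-100 was preincubated with compounds for 15 min at room temperature. Nitrocefin was then added from an 800 uM solution, and hydrolysis was followed at 480 nm.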
AMA1-RON2 inh: inhibitors of Plasmodium falciparum AMA1-RON2 interaction; Potency, µM (series often up to 58.2 µM), without a hit: top-dose activity change, negative = inhibition, usual class: inhibitors; actives 0.2% (n = 360,000); AlphaScreen AMA1-biotinylated RON2 peptide binding;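 also: potency is read from the fitted curve at half-maximal effect; 0% = vehicle wells and -100% = peptide control; nearly all actives have a fitted effect of over 45% in size; some results filed as inactive show a strong effect at the top dose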
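AMA1 (3D7) with his tag at 25 nM final met compounds first, then biotinylated RON2 peptide at 25 nM; detection used donor plus acceptor beads, 10 µg/mL apiece, read by AlphaScreen after 30 min at room temperature.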
TbPYK inhibitor: blocks Trypanosoma brucei pyruvate kinase; Q57TT1; TbPYK enzyme, Kinase-Glo Plus ATP luminescence, 45 min; Potency, µM (series often up to 76.8 µM), for the others: at the top dose activity, negative = inhibition, actives largely listed as inhibitors; actives 0.12% (n = 410,000); AID 624173; also: potency is read from the fitted curve at half-maximal effect; nearly all actives have a fitted effect of over 50% in size
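Luminescence from Kinase-Glo Plus, added after a 45-minute room-temperature reaction, served as the end-point read-out. The enzyme and substrate were preincubated with compound before ADP (130 uM final) initiated turnover. Concentration-effect curves came from normalized qHTS data.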
LmPK inh: LmPK (Leishmania mexicana) enzyme inhibition; Q27686; purified LmPK, Kinase-Glo ATP luminescence, 1 h; Potency, µM (top dose mostly 57.5 µM), for inactives: at the highest dose activity change, negative = inhibition, actives largely listed as inhibitors; actives 0.37% (n = 290,000); AID 1721; also: potency is read from the fitted curve at half-maximal effect
Target sequence (Q27686 whole entry, looked up): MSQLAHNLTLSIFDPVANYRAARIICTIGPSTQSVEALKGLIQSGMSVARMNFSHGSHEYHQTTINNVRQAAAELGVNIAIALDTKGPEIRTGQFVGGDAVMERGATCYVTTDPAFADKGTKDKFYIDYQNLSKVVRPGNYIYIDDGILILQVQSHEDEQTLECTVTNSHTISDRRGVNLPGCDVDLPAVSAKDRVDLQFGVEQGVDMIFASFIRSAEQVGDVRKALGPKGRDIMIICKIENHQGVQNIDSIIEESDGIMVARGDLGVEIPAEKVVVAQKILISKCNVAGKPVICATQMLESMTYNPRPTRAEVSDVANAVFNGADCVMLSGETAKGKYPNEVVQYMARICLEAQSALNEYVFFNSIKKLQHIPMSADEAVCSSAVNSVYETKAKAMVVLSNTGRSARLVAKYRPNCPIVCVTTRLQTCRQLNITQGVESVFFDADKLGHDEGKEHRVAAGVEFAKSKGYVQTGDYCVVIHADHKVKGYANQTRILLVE
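In 50 mM imidazole pH 7.2 with 7 mM MgCl2, LmPK (0.1 nM) turned over PEP (0.5 mM) and ADP (0.1 mM) for 1 h at room temperature. Luciferase read-out of ATP.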
HCV inhibitor: blocks hepatitis C virus; Huh7.5.1 HCVcc-Cre infection, luciferase reporter, 44 h; Potency, µM (top dose mostly 41.8 µM), for inactives: at the top dose activity change, negative = inhibition, most hits filed as inhibitors; actives 3.4% (n = 340,000); AID 651820; also: potency is read from the fitted curve at half-maximal effect
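Cells seeded at 1,000/well and cultured 4 h, then compounds added followed by HCVcc-Cre virus (~0.5 moi). After 44 h further culture, luciferase substrate was added, plates held 15 min at room temperature, and luminescence read for 15 sec.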
An asterisk follows results filed as active; ? = inconclusive; · = no result given; & = joins results of further samples; [ ] = dose if it differs, or a comment. Unless noted, calls follow the shape of the dose curve; as a rule, active = well fitted curve in the direction sought with a large enough effect; inconclusive = small, poorly fitted or top-dose-only effect, or another doubt; inactive = no such curve, though single readings can be large; an effect the other way counts as inactive or inconclusive. Unless noted, % is scaled to controls: 0 for no effect and ±100 for the full control effect.

SMILES | LmPK inh | AmpC detergent | HCMV inh | TbPYK inhibitor | AmpC no deterg | AMA1-RON2 inh | HCV inhibitor
Cn1nnnc1Sc1ncnc2scc(-c3cccc4ccccc34)c12 | · | · | ? | -8% | -3% | · | ·
CCCn1nc(Oc2nc(NCC)nc(NCC)n2)ccc1=O | -4% | 0% | 172 | -15% | -7% | 5% | 3%
COCc1c(Br)c(C)nc(OCC(=O)O)c1C#N | -5% | 2% | 5 | -6% | -8% | -12% | -7%
O=C1NC(c2ccccc2)(C(F)(F)F)SC2=CCCCCN12 (stereo unspecified) | -2% | ? | 28 | -5% | -30% | 11% | 14%&-7%
CCOc1cc(C2NC(=O)NC2=O)ccc1O (stereo unspecified) | 0% | -9% | 39 | 1% | -16% | 0% | 0%
COc1ccc(NC(=O)c2cc(Br)c(Br)s2)cn1 | 4% | 5% | 62 | 2% | -30% | -4% | 20%
COc1ccc(S(=O)(=O)N2CCc3ccccc3C2)cc1 | 6% | 3% | 8 | 2% | 5% | 21% | 1%
CCOC(=O)N1CCN(C(=O)c2cc(Cl)c(Cl)cc2C(=O)O)CC1 | -6% | -11% | -6 | -3% | -22% | 19% | 21%
CC(C)c1ccc(-c2nc3ccccc3s2)cc1 | ? | ? | -95* | -29% | -24% | 8% | 1%
O=C(NCc1ccc2c(c1)OCO2)C1CCC(=O)N1C1CCCC1 (stereo unspecified) | -13% | 0% | -8 | -1% | -1% | -4% | 25%
Cc1cccc(CSc2cn(CC(=O)N3CCCCCC3)c3ccccc23)c1 | · | -7% | 54 | -8% | · | · | ·
CCOc1ccc(NC(=O)CCCc2nc(-c3cccc(OC)c3)no2)cc1 | · | 1% | -9 | 3% | · | · | ·
O=C(COc1ccc(F)cc1)N1CCc2ccccc2C1 | 0% | -9% | 58 | -4% | 10% | -6% | 14%
CCOc1ccc(CN2CCNC(=O)C2CC(=O)NCC2CCOCC2)cc1 (stereo unspecified) | -7% | ? | 25 | -7% | 12% | 17% | 32%[activator]
CCCCc1c(C)nc2c(OC)cccc2c1SCC(=O)O | 5% | -1% | 0 | -14% | -6% | -12% | 7%
CCn1c(SCC(=O)NC(C)(C)C)nnc1-c1ccncc1 | 6% | 7% | -27 | -3% | -3% | -3% | 11%
COCCN(C(=O)CCC(=O)Nc1ccccn1)C(C(=O)NC(C)C)c1ccc(Cl)cc1 (stereo unspecified) | 6% | -10% | -26 | 7% | 22% | -5% | 12%
COc1ccc(NC(=O)C(c2ccc(OC)cc2)N(C)C(=O)Cc2cccs2)cc1 (stereo unspecified) | 6% | ? | 10&41 | -2%&2% | -27% | -10% | 10%
CC(=O)c1ccc(N2CCN(c3ncc(C(F)(F)F)cc3Cl)CC2)cc1 | -3% | -3% | ? | -10% | -22% | -12% | 8%
CC1CCCCN1Cc1c(O)ccc2c(=O)c(-c3ccccc3Cl)c(C(F)(F)F)oc12 (stereo unspecified) | · | 3% | 10 | -3% | · | · | ·
COc1ccc(S(=O)(=O)NCCCCNS(=O)(=O)c2ccc(OC)cc2)cc1 | 1% | -1% | 85 | 1% | -29% | 1% | 19%
CC(OC(=O)CC1CCCCC1)C(=O)Nc1cccc(C#N)c1 (stereo unspecified) | · | 0% | -14 | 5% | -17% | -7% | ?
CCCCOc1ccc(C(=O)Nc2ccncc2)cc1 | -11% | -1% | -76* | -5% | -21% | 6% | 8.9µM*
CCOc1cc(/C=N/NC(=O)C2CCCC2)ccc1O | -2% | ? | 83 | -5% | -25% | 14% | -11%
CCc1nnc(NC(=O)[C@@H]2CCCN2S(=O)(=O)c2ccc3c(c2)OCCO3)s1 | 1% | ? | 17 | -3% | -5% | -21% | -18%

Of the compounds above, these contain fluorine:
SMILES | LmPK inh | AmpC detergent | HCMV inh | TbPYK inhibitor | AmpC no deterg | AMA1-RON2 inh | HCV inhibitor
O=C1NC(c2ccccc2)(C(F)(F)F)SC2=CCCCCN12 (stereo unspecified) | -2% | ? | 28 | -5% | -30% | 11% | 14%&-7%
O=C(COc1ccc(F)cc1)N1CCc2ccccc2C1 | 0% | -9% | 58 | -4% | 10% | -6% | 14%
CC(=O)c1ccc(N2CCN(c3ncc(C(F)(F)F)cc3Cl)CC2)cc1 | -3% | -3% | ? | -10% | -22% | -12% | 8%
CC1CCCCN1Cc1c(O)ccc2c(=O)c(-c3ccccc3Cl)c(C(F)(F)F)oc12 (stereo unspecified) | · | 3% | 10 | -3% | · | · | ·

Continuation.
SMILES | LmPK inh | AmpC detergent | HCMV inh | TbPYK inhibitor | AmpC no deterg | AMA1-RON2 inh | HCV inhibitor
O=C(NCCCN1CCCC1=O)c1cc(COc2ccc(F)cc2F)on1 | -4% | 0% | 0 | -3% | 3% | -11% | -1%
CC1=NN(c2ccccc2)C(=O)/C1=C\c1cn(-c2ccccc2)nc1C | -1% | -2% | -10 | -19% | -10% | 0% | 16%
CC(Oc1ccc(Br)cc1Cl)C(=O)Nc1ccncc1 (stereo unspecified) | 1% | -10% | ? | 7% | 4% | 0% | ?
Cc1nnc(NC(=O)CSCc2ccccc2)s1 | -1% | ? | 30 | 3% | -4% | 2% | 10%
CCN(CC)c1ccc2c(c1)CCCN2 | -23% | -1% | · | · | -16% | · | 11µM*
CC(C)CC(=O)c1c[nH]c(C(=O)NCC2CCCO2)c1 (stereo unspecified) | 0% | -13% | 26 | -8% | 0% | 14% | 3%
O=c1c2ccccc2[nH]c2ccc(F)cc12 | -4% | 0% | ? | -3% | -22% | -9% | ?
COc1cccc(C(NC(=O)C2CCN(CCCOc3ccccc3)CC2)c2ccccn2)c1 (stereo unspecified) | · | · | 24 | 4% | · | 14% | ·
CCc1nnc(NC(=O)CSc2nnc(-c3ccc(NS(=O)(=O)c4ccccc4)cc3)o2)s1 | 3% | ? | -33 | 2% | 8% | 15% | 12%
COc1ccc(CCN(C(=O)/C=C/C(=O)O)C2CC(=O)N(c3ccccc3)C2=O)cc1 (stereo unspecified) | 2% | -6% | 44 | -7% | -10% | -19% | 1%
CC(C)Oc1cccc(C(=O)C2CCCN(Cc3ccc4nonc4c3)C2)c1 (stereo unspecified) | 6% | 9% | -20 | -12% | 3% | -18% | ?
Cc1cccc(NS(=O)(=O)c2ccc(C(=O)N3CCN(c4ccccc4O)CC3)cc2)c1C | 1% | -7% | -31 | 2% | 32% | -3% | ?
O=C1C2C(c3cccc(/C=C/c4ccccc4)c3)CC=CC2C(c2ccc3ccccc3c2)N1Cc1ccccc1 (stereo unspecified) | 4% | 1% | -4 | -3% | -44% | -7% | 13%
CCN(CC(=O)Nc1c(F)cccc1F)C(=O)CSc1nc2ccccc2o1 | · | ? | 10 | -15% | -15% | 3% | -11%
COC(=O)C1CCN(c2csc3ccc(Cl)cc3c2=O)CC1 | · | 18% | 24 | -9% | · | · | ·
Fc1ccc(NCc2nnc(SCc3nnc(-c4ccccc4)o3)n2CC2CCCO2)cc1 (stereo unspecified) | 3% | -11% | 18 | 0% | 46% | -8% | ?
O=c1c2ccc([N+](=O)[O-])c3cccc(c32)c2nc3ccccc3n12 | -2% | 1% | · | · | -9% | · | ·
Cn1nc(C(F)(F)F)c(-c2ccc(F)cc2)c1NC(=O)Nc1ccc(F)cc1 | 1% | 6% | ? | -1% | -25% | 8% | ?
Cc1ccccc1CSCCNC(=S)Nc1ccccc1 | 3% | 0% | -83* | 6% | -58% | -19% | ?
CNC(=O)C(=O)Nc1cc2c3c(c1)CCC(=O)N3CCC2 | -6% | -5% | -8 | 0% | -10% | 3% | 20%
CCN(CC)CCCNc1nnc(C)c(=O)[nH]1 | 0% | -16% | -12 | -6% | -1% | 2% | 22%
COc1ccc(C(CNC(=O)C2CCN(S(=O)(=O)c3ccc(F)cc3)CC2)N(C)C)cc1 (stereo unspecified) | -3% | 0% | 26 | 2% | 10% | 0% | -19%
N#Cc1ccc(-c2nc3ccc(Br)cn3c2Cc2ccccc2C(F)(F)F)cc1 | · | · | 9 | 9% | · | 10% | ·
CCN1CCN(S(=O)(=O)c2ccc(Cl)c(C(=O)NC(C)c3ccccc3Cl)c2)CC1 (stereo unspecified) | · | ? | 2 | 0% | 103%[activator] | 38%[activator] | ?
CN(C)CCNC(=O)c1cc2c(s1)-c1ccc(Cl)cc1SC2 | -2% | -3% | -100* | 3% | 79%[activator] | 3% | 11µM*
Nc1c(Cl)ncnc1N/N=C/c1ccccn1 | -18% | ? | -99* | -4% | -5% | -22% | ?
COc1ccc(NC(=O)CC2C(=O)N(c3ccc(OC)cc3)C(=S)N2NC(=O)c2cccc(F)c2)cc1 (stereo unspecified) | 2% | ? | -27 | -5% | -17% | 64%[activator] | 24%
COCC(C)NC(=O)c1cccc([N+](=O)[O-])c1 (stereo unspecified) | -7% | 7% | -39 | 6% | -5% | -1% | 15%
COc1ccccc1-c1cc(C(=O)N/N=C\c2cn(C)nc2C)c2ccccc2n1 | 1% | ? | -4 | -1% | 69%[activator] | 4% | -18%
CC(C)CC1NC(=O)c2ccccc2-n2c1nc1cc(F)ccc1c2=O (stereo unspecified) | · | 6% | -13 | · | -15% | · | -5%
Cc1ccc(NC(=O)C2(S(=O)(=O)c3ccc(Cl)cc3)CC2)cc1 | -1% | ? | -36 | -14% | -16% | -6% | -13%
CCOC(=O)C(O)(c1ccc(N(CC)S(=O)(=O)c2ccc(C)cc2)cc1)C(F)(F)F (stereo unspecified) | 5% | -6% | 17 | 1% | 4% | 1% | 36%[activator]
Cc1csc2nc(COC(=O)c3ccc(Cl)c([N+](=O)[O-])c3)cc(=O)n12 | · | -10% | -14 | 5% | -7% | 14% | ?
CN1C(=O)C(O)(CC(=O)c2ccc(F)cc2)c2cc(Br)ccc21 (stereo unspecified) | 0% | -13% | 94 | 4% | 2% | 8% | 5%&11%
